Assay outcomes from PubChem.
Growth percent in the NCI-60 one-dose screen (48 h, 10 µM unless noted): 100 = growth as untreated, 0 = no growth, -100 = all killed.
786-0: 786-0 renal cancer cells; hit rate 5.1% among 81,000
UO-31: UO-31 renal cancer; hit rate 5.2% among 81,000
SN12C: SN12C renal cancer cells. hit rate 3.8% among 81,000
HT29: HT29 colon cancer; hit rate 7.4% among 81,000
HCT-116: HCT-116 colon cancer | hit rate 7.3% among 82,000 | AID 1794798
SW-620: SW-620 colon cancer. hit rate 5.2% among 82,000. AID 1794795
HCT-15: HCT-15 colon cancer; AID 1794746; hit rate 5.2% among 82,000
TK-10: TK-10 renal cancer cells. hit rate 3.9% among 81,000. AID 1794769
HCC-2998: HCC-2998 colon cancer; AID 1794799; hit rate 4.7% among 79,000
Active calls of the source: *; x = not tested or not shown; & = joins results of further samples; ! = not confirmed by another sample; [ ] = dose if it differs, or a comment. Rule for the calls: active = growth percent below 10; inactive = the rest.

SMILES | 786-0 | UO-31 | SN12C | HT29 | HCT-116 | SW-620 | HCT-15 | TK-10 | HCC-2998
CC(C)COc1nc2c(c(=O)n(C)c(=O)n2C)n1C | 104 | 95 | 100 | 100 | 107 | 102 | 97 | 105 | 102
N#Cc1c(-c2ccccc2F)cc(-c2ccc(Br)s2)[nH]c1=O | 100 | 74 | 95 | 111 | 87 | 103 | 98 | 116 | 105
O=S(=O)(NCCNc1nccc(-c2c(-c3cccc(O)c3)nc3occn23)n1)c1cccc(F)c1 | 91 | 93 | 77 | 51 | 70 | 115 | 95 | 136 | 129
COc1ccc(/C(C)=C(/C#N)c2nnc(NC(=O)c3ccc(-n4c(=O)[nH]c5ccccc5c4=O)cc3)s2)cc1 | 110 | 73 | 91 | 107 | 107 | 113 | 103 | 111 | 111
COC(=O)[C@]1(C)CC[C@]2(C)CC[C@]3(C)C(=CC(=O)[C@@H]4[C@@]5(C)CCC(=O)NC(C)(C)[C@@H]5CC[C@]43C)[C@@H]2C1 | -71*[100 µM] | -93*[100 µM] | -81*[100 µM] | -55*[100 µM] | -73*[100 µM] | -55*[100 µM] | -20*[100 µM] | -26*[100 µM] | -89*[100 µM]
O=c1nc2sc3nc4ccccc4cc3cc-2s1 | 103 | 117 | 101 | 147 | 102 | 107 | 104 | 131 | 106
CC(=O)c1cc(C(=O)c2ccccc2)n2cc3ccccc3cc12 | 83 | 80 | 100 | 53 | 83 | 99 | 82 | 90 | 96
CCCCCCCCCCCCNC(=S)N/N=C/c1ccc(Cl)c(Cl)c1 | 106 | 89 | 101 | 82 | 102 | 110 | 87 | 143 | 106
CC(=N\NC(N)=S)/C(=N/NC(N)=S)c1ccccc1 | 97 | 80 | 94 | 98 | 90 | 104 | 92 | 99 | 95
COc1cc2ccccc2cc/c1=N\O | 88 | 77 | 98 | 89 | 97 | 97 | 111 | 96 | 98
C[N+](C)(C)CCNC(=O)c1ccc(OCc2ccccc2C(F)(F)F)cc1 | 104 | 86 | 97 | 106 | 106 | 104 | 100 | 107 | 96
O=S(=O)(Nc1ccsc1-c1nc(-c2ccccc2)no1)c1ccccc1 | 95 | 82 | 98 | 99 | 88 | 102 | 104 | 107 | 104

Some of these compounds in order of molar mass, low to high:
SMILES | 786-0 | UO-31 | SN12C | HT29 | HCT-116 | SW-620 | HCT-15 | TK-10 | HCC-2998
COc1cc2ccccc2cc/c1=N\O | 88 | 77 | 98 | 89 | 97 | 97 | 111 | 96 | 98
CC(C)COc1nc2c(c(=O)n(C)c(=O)n2C)n1C | 104 | 95 | 100 | 100 | 107 | 102 | 97 | 105 | 102
O=c1nc2sc3nc4ccccc4cc3cc-2s1 | 103 | 117 | 101 | 147 | 102 | 107 | 104 | 131 | 106
CC(=O)c1cc(C(=O)c2ccccc2)n2cc3ccccc3cc12 | 83 | 80 | 100 | 53 | 83 | 99 | 82 | 90 | 96
N#Cc1c(-c2ccccc2F)cc(-c2ccc(Br)s2)[nH]c1=O | 100 | 74 | 95 | 111 | 87 | 103 | 98 | 116 | 105
C[N+](C)(C)CCNC(=O)c1ccc(OCc2ccccc2C(F)(F)F)cc1 | 104 | 86 | 97 | 106 | 106 | 104 | 100 | 107 | 96
O=S(=O)(Nc1ccsc1-c1nc(-c2ccccc2)no1)c1ccccc1 | 95 | 82 | 98 | 99 | 88 | 102 | 104 | 107 | 104
CCCCCCCCCCCCNC(=S)N/N=C/c1ccc(Cl)c(Cl)c1 | 106 | 89 | 101 | 82 | 102 | 110 | 87 | 143 | 106
COC(=O)[C@]1(C)CC[C@]2(C)CC[C@]3(C)C(=CC(=O)[C@@H]4[C@@]5(C)CCC(=O)NC(C)(C)[C@@H]5CC[C@]43C)[C@@H]2C1 | -71*[100 µM] | -93*[100 µM] | -81*[100 µM] | -55*[100 µM] | -73*[100 µM] | -55*[100 µM] | -20*[100 µM] | -26*[100 µM] | -89*[100 µM]
COc1ccc(/C(C)=C(/C#N)c2nnc(NC(=O)c3ccc(-n4c(=O)[nH]c5ccccc5c4=O)cc3)s2)cc1 | 110 | 73 | 91 | 107 | 107 | 113 | 103 | 111 | 111

(more compounds)
SMILES | 786-0 | UO-31 | SN12C | HT29 | HCT-116 | SW-620 | HCT-15 | TK-10 | HCC-2998
O=C(CCl)Nc1ccc(C(=O)/C=C/c2cc3ccccc3nc2Cl)cc1 | -42*! | 1.9* | -74*! | 2.8*! | 8.7*! | -78*! | -85*! | 75&49 | -93*!
COc1ccc(CNc2cc3cc(OC)c(OC)cc3c(C)n2)cc1CN1CCN(C)CC1 | 62 | 81 | 96 | 75 | 73 | 101 | 83 | 76 | 101
CC(=O)Oc1ccc(-c2ccccc2)cc1 | 99 | 86 | 100 | 96 | 101 | 99 | 103 | 94 | 85
CC(Br)C(=O)C(CCCN(C)C)(c1ccccc1)c1ccccc1 (stereo not given) | 98 | 74 | 96 | 90 | 80 | 102 | 103 | 103 | 99
CCN1C(=O)N(CC)C2Nn3c(s/c(=C\c4ccc(Br)cc4)c3=O)=NC21 (stereo not given) | 100 | 74 | 92 | 112 | 97 | 93 | 95 | 101 | 110
COc1cc2c(cc1OC)C[N+](C)(C)C(C)C2 (stereo not given) | 103 | 92 | 99 | 86 | 94 | 101 | 108 | 92 | 101
N#Cc1c(-c2ccc(Cl)cc2)nc2n[nH]c(-c3ccc(Cl)cc3)c2c1-c1ccc(C(F)(F)F)cc1 | -3.1* | -1.4* | -5.9* | 0.8* | -63* | x | -47* | 16 | -39*
CCOCCN(CCOCC)c1ncnc2nc[nH]c12 | 99 | 92 | 99 | 103 | 101 | 102 | 102 | 96 | 102
O=C1/C(=C/c2ccc(B(O)O)cc2)Oc2cc(O)ccc21 | 103 | 93 | 99 | 98 | 98 | 106 | 101 | 99 | 91
CC1=NNC(=O)CC1 | 95&104 | 90&91 | 109&99 | 116&109 | 101&96 | 105&115 | 102&107 | 88 | 125&101
COc1ccc(-c2nc(/C=C3\SC(=NCc4ccc(OC)c(OC)c4)NC3=O)c3ccccn23)cc1 | 82 | 95 | 105 | 91 | 55 | 103 | 98 | 98 | 110
N#Cc1nn(-c2cc(=O)[nH]c3ccc(Cl)cc23)c(N)c1C#N | 93 | 76 | 104 | 101 | 84 | 91 | 108 | 105 | 93
N#C/C(=C1C=C/C(=N/O)C=C/1Cl)c1ccccc1 | 97 | 81 | 97 | 103 | 104 | 102 | 102 | 98 | 105
Cc1c(C(=O)C2C(=O)N(c3ccccc3)N=C2C(F)(F)F)nnn1-c1ccccc1 (stereo not given) | 103 | 81 | 105 | 104 | 97 | 90 | 102 | 115 | 102
CC(=O)OCC(OC(C)=O)c1ccccc1 (stereo not given) | 95&100 | 89&86 | 98&96 | 88&124 | 92&100 | 107&104 | 106&107 | 93&100 | 99&98
O=C(Nc1ncc(Cc2ccc(Cl)cc2)s1)C1=NCCCCN1 | 107 | 84 | 106 | 102 | 100 | 103 | 99 | 108 | 118
CCOC(=O)C1[C@@H]2C(=O)N(c3ccc(Cl)cc3)C(=O)[C@@H]2[C@H](c2cn(-c3ccccc3)nc2-c2ccccc2)N1Cc1ccccc1 (stereo not given in full) | 97 | 96 | 93 | 87 | 96 | 94 | 95 | 98 | 95
COc1cccc(OC)c1-c1cnc2nonc2n1 | 106 | 84 | 111 | 105 | 88 | 105 | 84 | 108 | 108
CCN(CC)Cc1ccc(N)cc1 | 96&95 | 92&90 | 107&98 | 105&102 | 89&102 | 111&107 | 99&113 | 94&96 | 101&99
CC(=O)c1ccc(C)c(N)c1 | 103 | 81 | 96 | x | 94 | 101 | 100 | 98 | 108
COc1ccc(S(=O)(=O)c2ccc(F)cc2)cc1 | 103 | 84 | 98 | 106 | 102 | 103 | 96 | 95 | 111
CC(C)(C)C1=NN(c2ccccc2)C(=O)C1 | 106 | 77 | 94 | 97 | 104 | 100 | 103 | 99 | 130
CCNC(=O)C(C)O (stereo not given) | 94 | 82 | 96 | 107 | 104 | 100 | 103 | 110 | 103
CC(C)C1CCC(C)C(O)C1 (stereo not given) | 105 | 89 | 96 | 105 | 111 | 98 | 107 | 99 | 109
Cc1cc(-c2ccco2)c(C#N)c(=O)[nH]1 | 99 | 94 | 96 | 101 | 103 | 98 | 96 | 100 | 104
CN1C(=O)C2(NN=C(c3cccc4ccccc34)S2)c2ccccc21 (stereo not given) | 34 | 19 | 32 | 51 | 15 | 36 | 28 | x | 52
COc1cc2ncnc(Nc3ccc(C(=O)/C=C/c4ccc(Cl)c(F)c4)cc3)c2cc1OC | 94 | 81 | 103 | 102 | 104 | 112 | 110 | 107 | 112
COc1cc(CN(C(C)=O)c2ccccc2C(=O)O)ccc1[N+](=O)[O-] | 96 | 83 | 103 | 101 | 103 | 106 | 98 | 104 | 103
Cc1ccc(N(C(=O)c2cc3ccccc3[nH]2)[C@H](C(=O)Nc2cccc([N+](=O)[O-])c2)c2ccc(N(C)C)cc2)cc1 | 98 | 74 | 98 | 101 | 87 | 104 | 96 | 125 | 100
O=CNc1ccc2c(c1)Cc1cc(NC=O)ccc1-2 | 105 | 86 | 108 | 113 | 95 | 108 | 99 | x | 107
COc1ccc(/C(C)=N/Nc2c3ccccc3nc3ccccc23)cc1 | 91 | 76 | 97 | 101 | 98 | 99 | 87 | 111 | 101
C[N+](C)(C)CC(=O)c1ccccc1 | 92 | 89 | 105 | 100 | 91 | 105 | 103 | 96 | 85
N#Cc1c(-c2cccs2)cc(-c2cnccn2)nc1SCC(=O)NNC(=S)Nc1ccc(Cl)cc1 | 106 | 80 | 101 | 114 | 100 | 107 | 90 | 115 | 106
Cc1ccc(-n2c(-c3ccccc3)c(-c3ccccc3)c3c4n(c(=S)nc32)CCN4)cc1 | 94 | 64 | 78 | 83 | 70 | 84 | 93 | 137 | 103
O=C(O)CCNC(=O)c1nc(-c2ccccc2)n(-c2ccc([N+](=O)[O-])cc2)n1 | 103 | 78 | 108 | 101 | 97 | 98 | 104 | 106 | 103
O=C(Cn1cc(-c2ccc(F)cc2)nn1)Nc1nc2ccccc2s1 | 103 | 61 | 96 | 106 | 96 | 101 | 102 | 105 | 110
O=c1[nH]c(CNc2ccc(F)cc2)nn1Cc1ccccc1F | 93 | 85 | 91 | 108 | 98 | 105 | 105 | 102 | 104
CN(C(=O)N(C)c1ccccc1)c1ccccc1 | 102 | 91 | 98 | 109 | 112 | 100 | 106 | 107 | 103
CCn1cc(-c2ccnc(NCCNS(=O)(=O)c3ccc(Br)cc3)c2)c(-c2cccc(O)c2)n1 | 95 | 75 | 98 | 101 | 91 | 115 | 96 | 117 | 130
C=C(C)[C@@H]1CC[C@]2(CO)CC[C@]3(C)[C@H](CC[C@@H]4[C@@]5(C)CC[C@H](NOCCCN)C(C)(C)[C@@H]5CC[C@]43C)[C@@H]12 | 90 | 62 | 92 | 75 | 85 | 101 | 99 | 100 | 127
CCn1c(SC)nnc1-c1cc2c([nH]c3ccccc32)c(-c2cccc(O)c2)n1 | 1.6* | 24 | 39 | 51 | 13 | 33 | 20 | x | 42
COc1cc(C)ccc1Oc1nc(Nc2ccc(N3CCOCC3)cc2)ncc1NC(=O)Nc1cc(C(F)(F)F)cc(C(F)(F)F)c1 | 55 | 67 | 58 | 64 | 23 | 83 | 67 | 51 | 101
COc1ccc2cc([C@H](C)C(=O)N/N=C/c3ccccc3F)ccc2c1 | 84 | 61 | 67 | 89 | 77 | x | 79 | 91 | 98
C/C(CC1(O)C(=O)Nc2ccccc21)=N\O (stereo not given) | 101 | 85 | 98 | 104 | 98 | 94 | 95 | 104 | 111
Cc1ccc(N2C(=O)CC(Sc3ccccc3N)C2=O)cc1Cl (stereo not given) | 91 | 83 | 99 | 106 | 89 | 96 | 76 | 117 | 111
CCOC(=O)c1c(C)c2c(n1C)CSc1cc(C(=O)c3ccccc3)c(=O)[nH]c1-2 | 106[100 µM] | 85[100 µM] | 103[100 µM] | 108[100 µM] | 86[100 µM] | 94[100 µM] | 105[100 µM] | 103[100 µM] | 106[100 µM]
Fc1ccc(Nc2csc(-c3ccccn3)n2)cc1 | 101 | 77 | 99 | 96 | 98 | 80 | 80 | 119 | 109
COC(=O)c1nc(C)c(C)nc1N | 108 | 94 | 107 | 100 | 103 | 94 | 98 | 103 | 105
Nc1nnc(-c2c[nH]c3ncccc23)c(-c2c[nH]c3ccc(Br)cc23)n1 | 40 | 36 | 45 | 45 | 22 | 55 | 56 | 45 | 74
O=C1N[C@H](C(=O)NCc2ccc(Cl)cc2Cl)C/C1=N/O | 99 | 92 | 97 | 106 | 93 | 100 | 107 | 100 | 100
CSc1cc(C)c(O)c(C)c1 | 98 | 81 | 101 | 95 | 94 | 109 | 100 | 99 | 108
NC(=O)COc1nc(-c2ccco2)cc(-c2ccc(Cl)cc2Cl)n1 | 111 | 61 | 101 | 102 | 95 | 111 | 95 | 117 | 96
COc1ccc(/C=c2\c(=O)n(-c3ccccc3)c3nn4c(n23)=NNC=C4c2ccccc2)cc1 | 102 | 60 | 95 | 98 | 94 | 97 | 97 | 123 | 103
COc1ccc(OC)c(/C=C/c2nc(SCc3ccccc3)n(-c3ccc(Cl)cc3)n2)c1 | 49 | -49* | 74 | 63 | 20 | 28 | 34 | 105 | 73
COCC(CN(C)C)OC(=O)c1ccc([N+](=O)[O-])cc1 (stereo not given) | 101 | 88 | 98 | 104 | 101 | 99 | 104 | 95 | 106
Nc1cccc2c([N+](=O)[O-])cccc12 | 94 | 55 | 90 | 110 | 111 | 107 | 97 | 111 | 99
O=c1cc(-c2ccccc2)oc2cc(OCc3cn(Cc4ccc([N+](=O)[O-])cc4)nn3)cc(O)c12 | 102 | 75 | 98 | 100 | 87 | 100 | 88 | 103 | 88
COc1cc(C2CC(c3cc(OC)c(OC)c(OC)c3)=NN2C(C)=O)ccc1OCc1ccccc1 (stereo not given) | 34 | 8.6* | 41 | 38 | 24 | 55 | 35 | 32 | 71
O=c1c2cc(C(F)(F)F)ccc2sc2c(NCCCNCCO)nc3ccccc3c12 | 43 | 23 | 36 | -41* | -73* | -76* | -67* | 0.0* | -90*
